# Screening data from PubChem BioAssay.
# Dicer inh = blocks human Dicer maturation of pre-miR-21; cat-ELCCA pre-miR-21 Dicer processing, chemiluminescence; stronger effect = higher value; z-score at 25 µM; hit rate 6% among 47,000; Q9UPY3; in the data active = z-score above about 3, passing the limit was not always enough;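 also: plate controls were vehicle for no effect and no enzyme for full effect; higher signal means more uncleaved substrate so more Dicer inhibition; strong numbers were not always called active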
# * hit, by the source's call. A portion of the library; count on the stated rates, not on these rows.
# Sample of the layout (2 entries):
SMILES,Dicer inh
Cc1cc(S(=O)(=O)NCc2ccc(N3CCN(C)CC3)cc2)c(C)s1,-0.43
COc1ccc2c(c1)C(=O)N(c1ccc(C)cc1)C(=O)C2,1.18

# Results, from the start:
SMILES,Dicer inh
Cc1cc(S(=O)(=O)NCc2ccc(N3CCN(C)CC3)cc2)c(C)s1,-0.43
COc1ccc2c(c1)C(=O)N(c1ccc(C)cc1)C(=O)C2,1.18
CCCN1C(=O)C2(/C(=C(/O)c3ccc(C)cc3)C(=O)C(=O)N2CCCN(C)C)c2ccccc21 (stereo not drawn),0.61
Cc1csc2c(NC(C)C)ncnc12,1.25
Cc1ccccc1-c1c(C)oc2c(CN(C)C)c(O)ccc2c1=O,1.13
Cc1nn(-c2ccc([N+](=O)[O-])cc2)c2[nH]c3ccccc3c(=O)c12,4.16*
CCc1c(C#N)c(SCC(=O)N2CCc3cc(OC)c(OC)cc3C2)nc2c1C(=O)CC(C)(C)C2,-1.12
O=C(NNC(=S)NCc1ccco1)c1cc(OCC(F)(F)F)nc(OCC(F)(F)F)c1,-0.65
COc1cccc2sc(NS(=O)(=O)CS(=O)(=O)Nc3nc4c(OC)cccc4s3)nc12,0.24
O=C1COc2ccccc2N1Cc1ccccc1,-0.45
O=c1[nH]cnc2c1cnn2-c1ccc(F)cc1,1.29
C#CCSc1n[nH]c(-c2ccc(C(C)(C)C)cc2)n1,1.15
COc1ccc(S(=O)(=O)NCCN2CCOCC2)cc1-c1nnc2c3ccccc3c(C)nn12,0.02
Cc1ccc2nc(NC3=NCN(Cc4ccc5c(c4)OCO5)CN3)nc(C)c2c1,0.55
CNCCNS(=O)(=O)c1cccc2cnccc12,-1.41
Cc1ccc(S(=O)(=O)Oc2ccc3ccccc3c2I)cc1,-0.23
CCN(CC)C(=O)Cn1cnc2sc(C(=O)N3CC(C)CC(C)C3)c(C)c2c1=O (stereo not drawn),-0.67
c1ccc2c(c1)nc1n2CN(CCN2CCOCC2)CN1,3.2*
Cn1c(C(F)(F)F)nc2ccccc21,1.13
CCOC(=O)c1sc(SC)c2c1CCCC2=O,-0.05
FC(F)(F)c1cc(-c2ccccc2)n[nH]1,0.31
c1ccc(CCc2nnc3c4c5c(sc4ncn23)CCCC5)cc1,0.1
N/C(=N\OC(=O)c1cccc(Cn2cc(C(F)(F)F)ccc2=O)c1)c1ccc(Cl)cc1,-0.86
COC(=O)C(O)(NC(=O)c1ccccc1Cl)C(F)(F)F (stereo not drawn),3.85*
Cc1ccc(Cn2c(-c3nonc3N)nc3ccccc32)cc1,-0.74

# Next structures
SMILES,Dicer inh
COc1ccc(NC(C)=O)c(C(=O)O)c1,-0.58
CCOc1ccccc1C1Nc2ccc(C)cc2-c2cc(C)nn21 (stereo not drawn),4.11*
Cc1onc(-c2ccccc2Cl)c1NC(=O)Nc1cccc(Cl)c1Cl,0.8
NC(C(=O)N[C@@H]1C(=O)N2C(C(=O)O)=C(Cl)CS[C@H]12)c1ccccc1 (stereo partly drawn),-2.12
CC(C)Oc1ccc(C2CC(=O)N(c3ccc(C(=O)O)cc3)C2=O)cc1 (stereo not drawn),4.75*
O=C(Nc1ccc(Cl)cc1Cl)c1cnc(NC2CCCCC2)cc1C(F)(F)F,1.05
COc1ccc(Nc2nc3ccccc3nc2-c2ccccc2)cc1,0.54
N#Cc1c(Cl)cccc1NC1CCCCNC1=O (stereo not drawn),0.47
COc1ccccc1C1SCCN1S(=O)(=O)c1ccc(Br)cc1 (stereo not drawn),2.64
CC(=O)Nc1c(I)c(NC(C)=O)c(I)c(C(=O)O)c1I,0.17
CCOc1ccc2nc(NC(=O)Nc3ccc(F)cc3)sc2c1,-1.27
Cn1c(=O)c2cnc(-c3ccccc3)nc2n(C)c1=O,2.9
CCCCCCNc1c2c3c(cccc3n(C)c1=O)C(=O)c1ccccc1-2,-1.51
CCN(CC)CC(=O)Nc1scc2c1c(=O)oc1ccccc12,1.87
C=CCn1c2ccccc2c2nnc(SCCC)nc21,2.42
CCCCCCCCCCCCCCCCCCc1ccc(C(=O)/C=C/C(=O)O)cc1,1.2
Cc1ccc(-c2cc(C(F)F)n3ncc(C(=O)NC4CCCC4)c3n2)cc1,1.48
CCOC(=O)C1=C(C)NC2=C(C(=O)CCC2)C1c1ccc(C)cc1 (stereo not drawn),-2.27
Nc1snnc1-c1ccc(C(F)(F)F)cc1,0.04
COC(=O)C1=C(C)NC2=C(C(=O)CC(C)(C)C2)C1c1ccccc1OC(C)C (stereo not drawn),-0.3
O=C1CCCC2=C1C(c1ccc(O)cc1)c1c(ccc3ccccc13)N2 (stereo not drawn),1.55
C=CCSC1=C(C#N)C(c2ccc(OC)c(OCc3ccccc3)c2)CC(=O)N1 (stereo not drawn),0.38
Cc1ccc(I)c(C(=O)O)c1,-1.14
O=c1cc(-c2ccccc2)oc2ccc(-c3nn[nH]n3)cc12,0.08
CCN(CC)C(=O)C(C)N1c2cccc3cccc(c23)S1(=O)=O (stereo not drawn),0.32

# (more compounds)
SMILES,Dicer inh
CCOC(=O)NC(=S)N1CCSCC1,-0.39
COC(=O)c1ccc(C2Nc3c(C)cc(C)cc3-c3cc(C)nn32)cc1 (stereo not drawn),-0.34
CC(C)NC(=O)Nc1csc(-c2ccc(C(F)(F)F)cc2)n1,-1.79
CC1CCN(C(=O)Nc2ccc3nsnc3c2)CC1,-6.4
COc1cccc(C2C(C#N)=C(N)Oc3n[nH]c(C(C)(C)C)c32)c1OC (stereo not drawn),1.18
Cc1c2c(=O)n(-c3ccccc3)[nH]c2cc(=O)n1Cc1cccnc1,0.96
O=C1C(Oc2ccc(Cl)cc2)C(c2ccc3c(c2)OCO3)N1CC1CCCO1 (stereo not drawn),0.87
Cc1ccc(C(=O)Nc2sc3c(c2C(=O)N2CCCC2)CCC(C)C3)cc1 (stereo not drawn),1.21
Cc1ccc(N2N=C(C(=O)c3cccs3)SC2=C2C(=O)c3ccccc3C2=O)cc1,0.01
COc1cc(C2SCCS2)cc(Br)c1OC(=O)c1cccs1,0.9
CCOC(=O)C1=C(C)N=C2SCC(=O)N2C1c1ccc(O)cc1 (stereo not drawn),-0.58
COC(=O)C1=C(C)N=C2SC(C#N)=C(N)N2C1c1cccs1 (stereo not drawn),-0.45
CSC1=NCCN1S(=O)(=O)c1cc(Cl)c(Cl)cc1Cl,-1.14
Nc1nc2ncc(CNc3ccc(C(=O)N[C@@H](CCC(=O)O)C(=O)O)cc3)nc2c(=O)[nH]1,-0.16
COc1cccc(C(=O)Nc2nc(SCc3ccc(Cl)cc3)n[nH]2)c1,-0.48
CCOC(=O)c1cnc(O/N=C(\N)c2ccc(C(C)(C)C)cc2)nc1C(F)(F)F,-0.39
O=S(=O)(Oc1ccc(Cl)cc1)c1sc(Br)cc1Br,-1.19
O=S(=O)(c1ccc(Cl)c2ccccc12)N1CCN(c2ccccc2)CC1,1.52
CC(C)(C)c1csc(-c2ccc(/C=N/Nc3ccccn3)cc2)n1,0.47
O=C(OCCS(=O)(=O)c1ncccc1C(F)(F)F)c1cccc(Cl)c1,-0.56
O=C(CSc1nnnn1-c1cccc(Cl)c1)Nc1ccc2c(c1)OCO2,-0.83
COc1ccc(O)c(C2=NN3C(C2)c2cccc(OC)c2OC3c2cccs2)c1 (stereo not drawn),3.49*
COCC(C)NC(=O)c1cc2n(n1)C(C(F)(F)F)CC(c1ccco1)N2 (stereo not drawn),-0.36
N#Cc1ccc(S(=O)(=O)N2CCNC(=O)C2CC(=O)Nc2cc(Cl)ccc2Cl)cc1 (stereo not drawn),-0.08
CCOC(=O)Cn1nc(-c2cccs2)c(C#N)c1SC,-0.39

# Laid out differently: entries from further up
smiles | Dicer inh
COc1cc(C2SCCS2)cc(Br)c1OC(=O)c1cccs1 | 0.9
CCOC(=O)C1=C(C)N=C2SCC(=O)N2C1c1ccc(O)cc1 (stereo not drawn) | -0.58
COC(=O)C1=C(C)N=C2SC(C#N)=C(N)N2C1c1cccs1 (stereo not drawn) | -0.45
CSC1=NCCN1S(=O)(=O)c1cc(Cl)c(Cl)cc1Cl | -1.14

# Additional structures.
SMILES,Dicer inh
O=C1CC(c2ccccc2)S(=O)(=O)c2ccccc21 (stereo not drawn),-0.63
CC(CO)(CO)NC(=S)NC1CC1,-0.89
CCOC(=O)C1=NOC2C(=O)N(c3ccc(Br)cc3)C(=O)C12 (stereo not drawn),1.16
COc1cc(OC)nc(/N=C/N(C)C)n1,-0.09
CN(C)S(=O)(=O)N(CC(=O)NCc1ccccn1)c1ccccc1,-1.8
CO/C(N)=N/C(=S)Nc1ccccc1,-0.79
N/C(=N\S(=O)(=O)c1cc(C(F)(F)F)cc(C(F)(F)F)c1)c1ccccc1,0.93
COC(=O)C1=C(C)NC2=C(C(=O)CC(C)(C)C2)C1c1ccccc1OC (stereo not drawn),2.81
CCOc1cc(N2CCOCC2)c(OCC)cc1NC(C)=O,2
Cc1nc(-c2cc(C#N)c(NCc3ccccc3)nc2C)cs1,-0.17
CCCc1cc(=O)[nH]c(SCc2noc(-c3snnc3C)n2)n1,-1.15
O=c1[nH]c2ccccc2n1CCOc1ccccc1,-0.38
CCc1nc2ccccc2nc1N1CCN(S(=O)(=O)c2c(C)cc(Cl)cc2C)CC1,-0.03
CCOc1cc(C2C(C(=O)OC3CCCCC3)=C(C)NC3=C2C(=O)CC(C)(C)C3)ccc1O (stereo not drawn),-0.22
C=CCN(C(=O)c1ccc(Cl)cc1)c1ccccc1C(=O)NCC(=O)OCC,-0.45
O=C(c1ccc2c(c1)Cc1ccccc1-2)c1ccccc1Br,-0.79
N#Cc1c(-c2cccs2)cc(-c2ccccc2)nc1OCC(=O)c1ccccc1,0.41
O=C(c1cnn2c1NC(c1ccccc1)CC2C(F)(F)F)N1CCOCC1 (stereo not drawn),1.32
Cc1cc(S(=O)(=O)Nc2ccccn2)c(C)cc1Cl,-1.21
O=C1CCC(=O)N1CNc1cc(Cl)c(Cl)cc1Cl,1.55
COc1ccc(Br)cc1CNC(C)(C)CO,-1.11
O=C(O)C1CCC(c2ccc(-c3ccccc3)cc2)CC1 (stereo not drawn),0.43
O=C(OC1OCCOC1OC(=O)c1ccc([N+](=O)[O-])cc1)c1ccc([N+](=O)[O-])cc1 (stereo not drawn),-0.53
FC(F)(F)c1cc(-c2ccc3c(c2)OCO3)n[nH]1,-0.7
O=c1c2[nH]cnc2n(-c2cccc(F)c2)c(=O)n1Cc1ccccc1,0.02

# Remaining list, next part
SMILES,Dicer inh
COc1ccc(CN(Cc2ccc(OC)cc2)C(=O)Nc2ccc(Cl)cc2)cc1,-0.18
COc1cc(C)c2c(c1)CCC1C2CCC2(C)C(O)CCC12 (stereo not drawn),-1.29
O=C(CCSc1nc(-c2ccco2)cc(C(F)(F)F)n1)N1CCCc2ccccc21,2.36
CCOC(=O)c1c(N)sc2c1CCC2,-2.76
CCc1ccnc(NC(=O)Nc2cc(C)cc(C)c2)c1,-0.56
Cc1cc(C)c(S(=O)(=O)Nc2nc3ccccc3s2)c(C)c1,-3.92
Cc1cc(C(=O)N/N=C/C(C)(C)C)nn1-c1ccc(C(C)C)cc1,0.02
CC(C)(CC(=O)O)CC(=O)Nc1ccc2c(c1)C(=O)OC2,2.25
Cc1cc(NC(=O)CC(C)(C)CC(=O)O)n(C)n1,-0.79
O=c1nc(Nc2ccccc2)oc2ccccc12,3.75*
Cc1nc(-c2ccccn2)nc(SCC(=O)N2CCOCC2)c1Cl,-0.17
COC(=O)CCSc1nc2c(c(=O)[nH]1)C(C)(C1CCCCC1)Cc1ccccc1-2 (stereo not drawn),3.66*
COc1ccc(NC(=O)CSc2nnnn2-c2ccc(OC)cc2)cc1,-0.16
O=C(c1nn2c(C(F)(F)F)cc(-c3ccccc3)nc2c1Cl)N1CCOCC1,-0.1
Cc1cc(C)nc(N2CCN(c3nc(C)cc(C)n3)CC2)n1,4.16*
COC(=O)C1=C(C)NC2=C(C(=O)c3ccccc32)C1c1ccc2c(c1)OCO2 (stereo not drawn),1.12
Cc1nn(-c2ccccc2)c2nc(OCC(=O)c3ccccc3)c(C#N)c(-c3ccc([N+](=O)[O-])cc3)c12,-1.87
CCN1CCN(c2oc(-c3ccccc3)nc2C#N)CC1,2.01
CCCCOC(=O)CCCN1C(=O)S/C(=C/c2ccc(OC)cc2)C1=S,0.93
CSC(=Nc1ccccc1F)N1CCCCC1,4.81*
Cc1cc(C)nc(N2CCN(c3ncnc4sc5c(c34)CCCC5)CC2)n1,5.88
C=C1SC(Nc2ccccc2OC)=NC1(C)C,-1.28
CC(=O)N(O)CC(=O)Nc1ccccc1C(=O)c1ccccc1,0.94
COCC1=C(C(=O)OC(C)OC(=O)OC(C)C)N2C(=O)[C@@H](NC(=O)/C(=N\OC)c3csc(N)n3)[C@H]2SC1 (stereo partly drawn),-0.32
Cn1c(=O)c2c(nc(CN3CCOCC3)n2CC(=O)C(C)(C)C)n(C)c1=O,1.3

# Exported tab-delimited: 5 of the compounds above.
Compound	Dicer inh
O=C(c1nn2c(C(F)(F)F)cc(-c3ccccc3)nc2c1Cl)N1CCOCC1	-0.1
Cc1cc(C)nc(N2CCN(c3nc(C)cc(C)n3)CC2)n1	4.16*
COC(=O)C1=C(C)NC2=C(C(=O)c3ccccc32)C1c1ccc2c(c1)OCO2 (stereo not drawn)	1.12
Cc1nn(-c2ccccc2)c2nc(OCC(=O)c3ccccc3)c(C#N)c(-c3ccc([N+](=O)[O-])cc3)c12	-1.87
CCN1CCN(c2oc(-c3ccccc3)nc2C#N)CC1	2.01

# Going on with the list:
SMILES,Dicer inh
Nc1sc2c(c1C(=O)Nc1cccc(Cl)c1)CCCCC2,0.21
C#CC(CC)(CC)NC(=O)Nc1ccccc1,0.08
Cc1ccc(C2C(C(=O)c3ccc(C)o3)=C(O)C(=O)N2Cc2cccnc2)cc1 (stereo not drawn),-1.7
O=C1c2oc3ccccc3c(=O)c2C(c2ccc(O)cc2)N1Cc1ccc2c(c1)OCO2 (stereo not drawn),0.62
Cc1cc(C)c2c(c1)-c1cc(C)nn1C(c1cccs1)N2 (stereo not drawn),-1.88
CCc1nn2c(=O)c(NC(=O)c3ccc(Cl)cc3)cnc2s1,-0.16

# Two records picked at random from those above, as already listed:
SMILES,Dicer inh
CCN(CC)C(=O)Cn1cnc2sc(C(=O)N3CC(C)CC(C)C3)c(C)c2c1=O (stereo not drawn),-0.67
Cc1ccc(-c2cc(C(F)F)n3ncc(C(=O)NC4CCCC4)c3n2)cc1,1.48
